Compound activity deposited in PubChem by several laboratories.
M. tuberculosis GlmU: inhibition of mycobacterial GlmU enzyme – biochemical, glucosamine-1-phosphate acetyltransferase (AID 1376) | M. tuberculosis GlmU acetyltransferase enzyme assay; higher % means a stronger effect | inhibition, %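 (tested at 30 µM in the primary screen)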, or IC50 in µM where a hit was titrated | actives 0.25% (n = 220,000); in the data active = inhibition above about 13%;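 note: 0% = complete reaction with vehicle and 100% = reaction without substrate; strong numbers were not always called active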
RmlCD inh 1536: inhibitors of Mycobacterium tuberculosis RmlC and RmlD coupled enzymes. P9WH09+P9WH11. RmlC+RmlD coupled enzyme assay, percent inhibition; primary screen in compound mixtures. inhibition, % at 3.6 µM. actives 0.03% (n = 160,000). AID 1533; in the data active = inhibition mostly above about 34%, no sharp cut-off; note: some results filed as inactive read as strong as hits
Target sequence (P9WH09 whole entry, looked up): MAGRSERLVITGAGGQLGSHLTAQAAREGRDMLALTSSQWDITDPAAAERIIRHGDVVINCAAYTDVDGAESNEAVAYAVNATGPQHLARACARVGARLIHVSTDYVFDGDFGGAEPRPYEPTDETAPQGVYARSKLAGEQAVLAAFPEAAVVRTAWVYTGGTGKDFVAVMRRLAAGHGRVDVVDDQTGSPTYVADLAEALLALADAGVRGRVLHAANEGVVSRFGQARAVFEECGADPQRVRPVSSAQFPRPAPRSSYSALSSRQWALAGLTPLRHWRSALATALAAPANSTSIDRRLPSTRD
Target sequence (P9WH11 whole entry, looked up): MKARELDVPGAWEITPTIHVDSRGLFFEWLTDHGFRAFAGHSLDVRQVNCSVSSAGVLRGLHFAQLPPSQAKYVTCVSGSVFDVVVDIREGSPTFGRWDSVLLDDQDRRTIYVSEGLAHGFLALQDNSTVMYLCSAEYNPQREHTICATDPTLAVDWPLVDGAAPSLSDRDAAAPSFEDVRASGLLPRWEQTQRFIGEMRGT
The depositor's hits bear a star; . = not tested or not shown; & = joins results of further samples.

Structure	M. tuberculosis GlmU	RmlCD inh 1536
COC(=O)COc1ccc(S(=O)(=O)NCc2ccco2)cc1	-4.1%	-15
BrC(=C\c1ccccc1)/C=N/n1cnnc1	-3.9%	5
O=C(O)c1ccc(NC(CSCc2ccccc2F)C(=O)O)c([N+](=O)[O-])c1 (stereo not drawn)	1.0%	14
CCC(C)C1(CC)C(=O)NC(=O)N=C1N (stereo not drawn)	-6.5%	15
Cc1cc(NC(=O)Nc2cccc(Cl)c2)n(-c2ccccc2)n1	.	109
C/C(=N/NC(=O)CNC(=O)Cc1ccccc1)c1ccco1	1.7%	-15
CCn1c(O)c(N=NC(=O)c2cccs2)c2ccccc21	5.2%	-2
Nc1nc2n(n1)C(c1cccs1)CC(c1ccc(F)cc1)N2 (stereo not drawn)	-1.1%	.
CC(=O)c1ccc(OC(=O)c2ccc(-n3nc(C)cc3C)cc2)cc1	7.7%	-11
COc1ccc(Nc2ncnc3c2cnn3Cc2ccccc2)cc1	-0.7%	.
N/C(=N\O)c1ccc(NC(=O)c2cccs2)cc1	4.2%	14
N/C(Cc1ccc(Cl)cc1)=N\OC(=O)C1CCCCC1	0.8%	-5

One compound at a time (already shown). Values in the order: M. tuberculosis GlmU	RmlCD inh 1536
Results for `Cc1cc(NC(=O)Nc2cccc(Cl)c2)n(-c2ccccc2)n1` = .	109
Results for `COc1ccc(Nc2ncnc3c2cnn3Cc2ccccc2)cc1` = -0.7%	.
Results for `CCC(C)C1(CC)C(=O)NC(=O)N=C1N` (stereo not drawn) = -6.5%	15
Results for `COC(=O)COc1ccc(S(=O)(=O)NCc2ccco2)cc1` = -4.1%	-15

(listing goes on)
Structure	M. tuberculosis GlmU	RmlCD inh 1536
Cc1nn(C)c(C)c1NC(=O)c1cnn2c(C(F)F)cc(-c3ccccc3)nc12	1.7%	4
O=C(c1cc(S(=O)(=O)N2CCOCC2)c(Cl)cc1Cl)N1CCCCC1CO (stereo not drawn)	2.1%	30
COc1ccc(OCCCC(=O)Nc2nncs2)cc1	0.1%	.
Cc1ccc(OCCCCn2cnc3ccccc32)cc1	0.3%	-12
CCOC(=O)N1CCN(C(=O)CN(C2CCCCC2)S(=O)(=O)c2ccc(C)cc2)CC1	2.2%	.
COc1cc2c(cc1OC)C(c1ccccc1)N(S(C)(=O)=O)CC2 (stereo not drawn)	1.3%	-14
NS(=O)(=O)c1ccc(CCNC(=O)CCC2COc3ccccc3O2)cc1 (stereo not drawn)	-4.0%	8
Cc1cc2cc(CNC(=O)NC3CCCCC3)ccc2n1C	2.6%	5
CCOC(=O)CSc1nc2cc(C)cc(C)c2cc1C#N	4.3%	5
CC1CCCC(NC(=O)COC(=O)c2ccccc2[N+](=O)[O-])C1C (stereo not drawn)	-3.8%	-3
O=C(N/N=C/c1cccs1)c1cccnc1	3.0%	5
Cc1ccc(C2N(c3cccc(Cl)c3)C(=O)N3CCCN23)cc1 (stereo not drawn)	.	-1
Cc1ccc2[nH]c3c(c2c1)CN(C(=O)CN1CCN(c2ccccc2F)CC1)CC3	-1.1%	14
COc1ccc(Nc2nc(Cl)nc(Nc3ccc(OC)cc3)n2)cc1	0.6%	-10
COc1ccc(N2CCN(c3ccc(N4C(=O)COCC4=O)cc3[N+](=O)[O-])CC2)cc1	5.2%	-11
C=CCc1c(C)nc(-c2ccccc2)nc1N/N=C/c1ccncc1	-1.1%	-10
O=C(O)CCCCCNC(=O)Cn1nnc2ccccc2c1=O	0.8%	10
CCCOc1ccc(CSc2nc3ccccc3[nH]2)cc1	.	2
Cc1cc(C)c2c(c1)c(C)cc1nnc(SCC(=O)c3cccs3)n12	-2.1%	-3
COCCNC(=O)/C(C#N)=C/c1ccc(C(=O)O)cc1	-3.2%	11
O=C(O)/C(=C1/OC(=O)c2ccccc21)c1ccccc1	0.9%	-5
COC(C(=O)Nc1ccccc1F)c1ccccc1 (stereo not drawn)	3.5%	-4
O=C(c1cccc(F)c1F)N1CCCC1	2.5%	.
COc1ccc2c(-c3ccccc3)cc(SCC(=O)N(C)C)nc2c1	-3.0%	-11
C/C(N)=C(\C#N)C(=O)NCc1ccccn1	-1.3%	.
COCCSc1nnc(-c2cccc(C#N)c2)n1C	2.7%	.
COc1cc(NC(=O)C(=O)N2CCN(C)CC2)c(OC)cc1Cl	-0.5%	-8
CC1CCN(S(=O)(=O)c2cc([N+](=O)[O-])ccc2Cl)CC1	-5.4%	-9
COC(=O)c1c(NC(=O)CN2CCCc3ccccc32)sc(C)c1C	-2.1%	-11
c1ccc(CNc2nc(NCc3ccco3)nc(N3CCOCC3)n2)cc1	2.3%	0
Cc1ccn2c(-c3n[nH]c(=S)n3C)c(C)nc2c1	5.4%	.
CN(CC(=O)O)S(=O)(=O)c1cc(Cl)ccc1Cl	7.1%	-5
Cc1nnc(SCC(=O)Nc2nc3ccccc3s2)n(N)c1=O	0.1%	13
c1ccc(-c2ccnc3nc(-n4cccc4)nn23)cc1	-0.9%	-3
Cc1nn(-c2ccccc2)c2sc(C(=O)n3cccn3)cc12	-2.4%	.
COc1ccc(-c2nnc(SCC(=O)N3CCOCC3)o2)cc1	4.3%	1

Quoted at random: 2 records from the list.
Structure	M. tuberculosis GlmU	RmlCD inh 1536
COC(=O)c1c(NC(=O)CN2CCCc3ccccc32)sc(C)c1C	-2.1%	-11
Cc1nn(-c2ccccc2)c2sc(C(=O)n3cccn3)cc12	-2.4%	.

Some of these compounds in order of heavy-atom count, lowest first:
Structure	M. tuberculosis GlmU	RmlCD inh 1536
CN(CC(=O)O)S(=O)(=O)c1cc(Cl)ccc1Cl	7.1%	-5
c1ccc(-c2ccnc3nc(-n4cccc4)nn23)cc1	-0.9%	-3
COc1ccc(-c2nnc(SCC(=O)N3CCOCC3)o2)cc1	4.3%	1

(continued)
Structure	M. tuberculosis GlmU	RmlCD inh 1536
COc1ccc(-c2c(-c3ccsc3)oc3ccc(N4CCOCC4)cc23)cc1	3.0%	.
CCc1c(O)cc(=O)n(-c2ccccc2)c1-c1ccccc1	4.9%	-7
COC(=O)c1cc(CNC(=O)c2ccccc2Cl)ccc1OC	-1.4%	-13
CC(=O)N1CCN(C(=O)Cn2c(=O)oc3ccccc32)CC1	2.9%	-2
CC(CCc1ccccc1)NC(=O)CSc1ccccn1 (stereo not drawn)	4.2%	7
COc1ccccc1NNC(=O)c1cc(C(C)(C)C)nn1Cc1ccccc1	-10%	7
O=C(CCc1nnc(CCC2CCCCC2)o1)NCc1ccon1	1.4%	-2
Cc1c(C(=O)N/N=C/c2cccnc2)sc(=S)n1C	3.9%	8
CCCN(CC(=O)Nc1ccc(C(N)=O)cc1)CC(=O)Nc1ccccc1C	2.4%	-1
CCS(=O)(=O)N1CCC(C(=O)NCc2ccc(OC)cc2OC)CC1	-1.6%	3
Cn1c(C(C#N)C(=O)c2ccco2)nc2ccccc21 (stereo not drawn)	5.7%	-15
CC(Cc1ccccc1)NC(=O)c1cc([N+](=O)[O-])ccc1Cl (stereo not drawn)	-1.4%	-12
O=C(NCc1cccc(F)c1)c1noc2c1CCCC2	1.4%	-4
O=C(CSc1nnc2ccccn12)NC(=O)Cc1ccccc1	-3.5%	-5
Clc1ccc(CSc2nnc(-c3ccc4c(c3)OCO4)o2)cc1	-0.3%	.
CCOC(=O)c1ccc(NC(=O)c2ccccc2)cc1	-3.5%	-5
Cc1ccc(SC(C)C(=O)Nc2ccc(S(=O)(=O)N3CCOCC3)cc2)cc1 (stereo not drawn)	-3.4%	0
CCOC(=O)c1oc2ccc(S(=O)(=O)n3nc(-c4ccc(OC)cc4)cc3N)cc2c1C	9.6%	12
CC1(C)Cc2c(c(N3CCCCC3)[nH]c(=S)c2C#N)CS1	0.9%	.
O=S(=O)(c1ccccc1)N1CCN(C2CCN(Cc3ccccc3)CC2)CC1	2.2%	4
CCOc1ccc(NC(=O)Cn2nc(-c3ccccc3Cl)n(CC)c2=S)cc1	-2.8%	6
COc1ccc(CCN(C)C(=O)C2CCCN(Cc3ccc(OC)c(OC)c3)C2)cc1OC (stereo not drawn)	1.4%&0.4%	-4
CCOc1cc(CNCCc2c[nH]c3ccccc23)cc(Cl)c1OC	-12%	11
Clc1ccc2nc(N3CCCCC3)[nH]c2c1	5.4%	12
Cc1cccc(C)c1NC(=O)c1c(-c2ccccc2)noc1C	7.5%	.
NCCc1ccc(S(N)(=O)=O)cc1	0.9%	7
CC(=O)Nc1ccc(NC(=O)CSc2nnc(-c3ccco3)n2Cc2ccco2)cc1	1.1%	-7
COc1cc(S(=O)(=O)Nc2ccc3cn[nH]c3c2)ccc1Cl	0.8%	-12
COc1cc(/C=C(\C#N)C(=O)NCc2cccs2)ccc1O	5.2%	-10
CCOC(=O)c1ccccc1NC(=O)CN1C(=O)CCS(=O)(=O)c2ccccc21	0.8%	60
OCC1CCN(Cc2cn(Cc3ccccc3)nc2-c2cc3ccccc3o2)CC1	-0.6%	1
Cc1ccc(C(=O)C[n+]2cc(-c3ccc(C)cc3)n3c2CCCCC3)cc1	.	37
O=C(O)c1cccc(NC(=S)N/N=C/c2ccccc2OCc2cccc(Br)c2)c1	0.2%	-5
COc1ccc(C(=O)[C@H]2[C@H]3C(=O)N(c4ccc(OC(C)=O)cc4)C(=O)[C@H]3C3C=CC=NN32)cc1 (stereo partly drawn)	-3.6%	-6
COc1ccc(CCN(Cc2cc3cccc(C)c3[nH]c2=O)C(=O)NC2CCCCC2)cc1OC	0.6%	-9
NC(=O)CSc1n[nH]c(-c2ccco2)n1	-3.3%	-12
CCOC(=O)c1sc(NC(=O)c2ccc(C)s2)cc1C	7.6%	.
Cc1ccc(OCCn2c(=O)oc3ccc(C)cc32)cc1	-6.9%	9
O=[N+]([O-])c1ccc(S(=O)(=O)NCC2CCCO2)cc1 (stereo not drawn)	0.0%	-7
NC(=O)/C(=C/c1ccco1)NC(=O)/C=C/c1ccccc1	1.4%	-6
CCOc1ccc(-c2noc(-c3cccnc3)n2)cc1OC	.	13
O=C(C1CCN(S(=O)(=O)c2cnc[nH]2)CC1)N1CCc2ccccc2C1	2.1%	-8
CCC(=O)c1ccc(OCCN2CCOCC2)cc1	-3.2%	1
CCn1c(N)c(C(=O)NCc2ccco2)sc1=S	1.4%	41
O=C(COC(=O)CCC1CCCC1)Nc1ccc(Cl)cc1F	-0.7%	14
O=[N+]([O-])c1cc2c(c(CSc3nnc(Nc4ccccc4)s3)c1)OCOC2	1.6%	10
Nc1ccc(Oc2cccc(Oc3ccc(N)cc3)c2)cc1	1.7%	5
CCOC(=O)CSc1nc2c(c(-c3ccc(C)o3)c1C#N)CCCC2	0.6%	.
O=C(CCCOc1ccccc1)NC1CCCc2ccccc21 (stereo not drawn)	-1.5%	-6
CN(C)c1ccc(-c2nn3c(-c4ccc(Cl)cc4Cl)nnc3s2)cc1	.	-18
COc1ccc(C(=O)NCC(=O)N/N=C(\C)c2ccco2)cc1OC	4.6%	-28
CCSc1nc2ccccc2c(=O)n1Cc1ccc(F)cc1	2.7%	.
CCN(CCO)c1ccc(NC(=S)Nc2cccc(S(=O)(=O)N(C)C)c2)cc1	-0.3%	2
Cc1ccc(C(=O)NCCCn2ccnc2)o1	0.0%	.
Cc1cc(C)cc(Oc2ccc(-c3nnc(-c4ccccc4)o3)cc2[N+](=O)[O-])c1	1.0%	12
Fc1cccc(-n2ncc(-c3nnnn3-c3ccccc3)c2C(F)(F)F)c1	0.0%	.
CC(/C=C/c1ccccc1)=N\NC(=O)c1ccncc1	2.7%	-5
Cc1cc(C)nc(SCC(=O)N/N=C\c2sccc2C)n1	-3.2%	-2
COc1ccc(C(C(=O)NCC2CCCO2)N(C(=O)CNC(=O)c2cccs2)c2ccc(C(C)=O)cc2)cc1OC (stereo not drawn)	1.2%	-8
COCCCNC(=S)NC1CCCCC1	4.7%	25

Following part.
Structure	M. tuberculosis GlmU	RmlCD inh 1536
NC(=S)Nc1cccc2cn[nH]c12	-2.8%	5
Cc1onc(C(=O)N2CCC(C(N)=O)CC2)c1-c1ccccc1Cl	0.5%	106
NC1=NN=C(N2N=C(c3ccco3)CC2(O)C(F)(F)F)n2ncnc2C1 (stereo not drawn)	-3.1%	.
CSc1nc2ccccc2c(=O)n1N	-3.4%	15
CC1CCCCC1NC(=O)C1CCN(C(=O)NC2CCCCC2)CC1 (stereo not drawn)	2.1%	-2
Cc1[nH]c(=O)[nH]c(=O)c1CSCC(=O)OCC(=O)c1ccc(Br)cc1	-2.8%	5
O=C(CNCCN1CCOCC1)Nc1ccccc1Sc1ccccc1	-4.6%	-3
CNNC(=S)Nc1ccc(Cl)cc1	4.2%	.
COC(=O)c1sc(-c2ccc(Cl)cc2)cc1NC(=O)COCC(=O)O	2.7%	-16

Not all compounds are listed (hit frequency here may not be typical).
